Source: PubChem BioAssay
KDM4E inh: JMJD2E (human) inhibition; B2RXH2; JMJD2E catalytic domain, FDH-coupled NADH fluorescence (FDH is formaldehyde dehydrogenase); Potency, µM (top dose mostly 57.1 µM), for the others: at the top dose activity change, negative = inhibition, hits mostly inhibitors; 230,000 compounds, 1.6% hits; active = well fitted inhibition curve with a large enough effect, not every such curve was filed as active; inconclusive = small, poorly fitted or top-dose-only effect, or another doubt; inactive = no such curve, though single readings can be large or run the other way;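 note: 0% = wells with enzyme and -100% = buffer wells without enzyme; nearly all actives have a fitted effect of over 50% in size; many of its hits are not listed in these tables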
Target sequence (B2RXH2 1-337 limits assumed): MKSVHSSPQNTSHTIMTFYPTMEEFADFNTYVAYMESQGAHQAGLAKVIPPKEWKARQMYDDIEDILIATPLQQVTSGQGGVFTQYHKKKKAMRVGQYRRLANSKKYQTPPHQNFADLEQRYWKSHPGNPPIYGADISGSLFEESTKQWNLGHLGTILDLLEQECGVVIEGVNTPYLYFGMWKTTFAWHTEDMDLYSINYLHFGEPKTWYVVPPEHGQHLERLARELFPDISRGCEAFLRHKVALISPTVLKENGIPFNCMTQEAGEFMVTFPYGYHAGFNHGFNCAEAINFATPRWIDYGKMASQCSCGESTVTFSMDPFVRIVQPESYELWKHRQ
NPSR antagonist: antagonists of human neuropeptide S receptor cAMP signaling. Potency, µM (titrated, usually from 38.3 µM), without a hit: top-dose activity change, negative = inhibition, hits mostly inhibitors. 220,000 compounds, 1% hits. Q6W5P4. CHO-NPSR cells, cAMP TR-FRET, antagonist mode; note: % is set by controls: 0 for no effect and ±100 for the full control effect; nearly all actives have a fitted effect of over 50% in size; many of its hits are not listed in these tables
RECQ1 inh: RECQ1 (human) helicase inhibition. Potency, µM (highest dose often 57.3 µM), for the others: top-dose activity, negative = inhibition, usual class: inhibitors. 240,000 compounds, 0.54% hits. AID 2549. RECQ1 DNA unwinding, red fluorescence kinetic read;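 note: plate controls were vehicle for no effect and no enzyme for full effect; nearly all actives have a fitted effect of over 30% in size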
Target sequence (P46063 whole entry, looked up): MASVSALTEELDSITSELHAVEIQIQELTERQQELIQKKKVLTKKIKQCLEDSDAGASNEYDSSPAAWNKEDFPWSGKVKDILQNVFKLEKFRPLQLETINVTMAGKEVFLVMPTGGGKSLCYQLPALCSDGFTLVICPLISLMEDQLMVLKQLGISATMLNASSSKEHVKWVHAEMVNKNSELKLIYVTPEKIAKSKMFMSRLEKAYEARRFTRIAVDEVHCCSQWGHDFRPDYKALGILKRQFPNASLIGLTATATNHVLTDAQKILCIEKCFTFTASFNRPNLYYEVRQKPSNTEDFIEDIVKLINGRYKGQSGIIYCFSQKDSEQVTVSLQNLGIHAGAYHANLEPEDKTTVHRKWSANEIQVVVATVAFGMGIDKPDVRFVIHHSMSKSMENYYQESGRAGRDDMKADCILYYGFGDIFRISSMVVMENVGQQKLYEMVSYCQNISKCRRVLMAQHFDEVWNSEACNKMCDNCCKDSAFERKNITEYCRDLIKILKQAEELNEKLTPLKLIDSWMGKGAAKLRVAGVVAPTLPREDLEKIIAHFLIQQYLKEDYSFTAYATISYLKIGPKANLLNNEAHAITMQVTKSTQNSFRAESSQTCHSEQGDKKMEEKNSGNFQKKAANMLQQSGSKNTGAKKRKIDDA
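RECQ1T1 50 nM; forked duplex (20 bp + 30-nt ss tails) 200 nM, ATP 2 mM final; pH 8.0, 2 mM MgCl2, 2.5 ug/ml poly(dI-dC); 15 min compound preincubation; discontinuous kinetic read over 2 h at RT.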
IMPase Li cell: IMPase inhibition in cells with lithium potentiation; CHO-M1 cells, IP1 TR-FRET (IP-One), carbachol + lithium; Potency, µM (titrated, usually from 59.4 µM), for inactives: top-dose activity, negative = IMPase inhibition, usual class: inhibitors; 210,000 compounds, 0.35% hits; AID 1457;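 note: IP1 builds up when IMPase is blocked and the TR-FRET signal falls; plate controls were basal vehicle for no effect and high inhibitor control for full effect; nearly all actives have a fitted effect of over 50% in size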
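Test compounds were applied to CHO-M1 cells previously cultured for 16–30 h at 2000 per well. A small lithium amount accompanied them; after 30 min at 37C, IP1 was quantified by TR-FRET.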
Epigenetic reg: regulators of epigenetic silencing causing reporter derepression in mouse cells; murine LDR cells, GFP reporter derepression, 30 h; Potency, µM (series often up to 53.9 µM), inactives show at the top dose GFP activation, hits mostly activators; 280,000 compounds, 0.2% hits; AID 1865; note: % of control where 0% means no effect; nearly all actives have a fitted effect of over 60% in size
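Reporter derepression read as number of fluorescent GFP-positive objects, 20-120 um in size, counted by laser-scanning cytometer. Mouse LDR line with an epigenetically silenced CMV-GFP locus; compound incubation 30 h, 37 C.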
RGS12 GoLoco inh: RGS12 GoLoco-Gai1 interaction inhibition; P63096; Gai1:RGS12 GoLoco peptide FP, rhodamine, 10 min; Potency, µM (series often up to 61.6 µM), without a hit: at the highest dose activity, negative = inhibition, usual class: inhibitors; 230,000 compounds, 0.44% hits; AID 880; active = well fitted inhibition curve with a large enough effect, not every such curve was filed as active; inactive = no such curve, though single readings can be large or run the other way; note: % is set by controls: 0 for no effect and ±100 for the full control effect; nearly all actives have a fitted effect of over 30% in size; many of its hits are not listed in these tables
SMN2 splice up: SMN2 splice variant enhancement; HEK293 SMN2-luciferase splicing reporter, luminescence, 30-36 h; Potency, µM (titrated, usually from 46.1 µM), inactives show at the highest dose activity change, positive = activation, hits mostly activators; AID 1458; 210,000 compounds, 2.8% hits; note: % of control where 0% means no effect; nearly all actives have a fitted effect of over 55% in size
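HEK293 cells carry an SMN2 […]–luciferase reporter in which exon 7 inclusion puts luciferase in frame. Cells were plated 10-12 h before compound addition, then incubated 30-36 h at 37C. ONE-Glo luminescence was read; sodium butyrate at 4.5 mM final served as control.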
KinaseGlo FLuc: Kinase-Glo luciferase inhibition (counter-screen); Kinase-Glo luciferase, ATP luminescence, 8 min; Potency, µM (doses to about 38.3 µM), inactives show at the top dose activity change, negative = inhibition, usual class: inhibitors; 200,000 compounds, 0.28% hits; AID 1379; note: % is set by controls: 0 for no effect and ±100 for the full control effect; nearly all actives have a fitted effect of over 60% in size
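Light output from Kinase-Glo luciferase with luciferin and 10 uM ATP in 50 mM imidazole pH 7.2, KCl, MgCl2, Tween 20, BSA; compound pin-delivered, 8-min ambient incubation, then luminescence read.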
Active calls of the source: *; i = inactive; ? = inconclusive; . = not tested or not shown; & = joins results of further samples; ! = not confirmed by another sample; [ ] = dose if it differs, or a comment. Unless noted, calls come from the whole dose curve; as a rule, active = well fitted curve in the direction sought with a large enough effect; inconclusive = small, poorly fitted or top-dose-only effect, or another doubt; inactive = no such curve, though single readings can be large; an effect the other way counts as inactive or inconclusive. Potency is the fitted concentration of half-maximal effect.

Order of results – KDM4E inh, NPSR antagonist, RECQ1 inh, IMPase Li cell, Epigenetic reg, RGS12 GoLoco inh, SMN2 splice up, KinaseGlo FLuc
> OC[C@H]1O[C@@H](n2cnc3cc(Cl)c(Cl)cc32)[C@H](O)[C@H]1O
    ., ., 4%&-1%, -21%, 0.0%, 1%, ?, .
> Cc1ccc2cccc(OC(=O)N(C)c3ccccc3)c2n1
    2%, -15%[46.1 µM], -2%, -2%[38.3 µM], 0.7%, -3%, -18%, 1%
> CN1CCN(c2ccc3nccnc3c2)CC1
    -21%, 4%, -2%, -10%, -2.7%, -10%, 15%, 0%
> Cc1ccc(CN2CCCC(C(=O)c3sccc3C)C2)o1 (configuration not stated)
    -2%, 20%, -1%, ., -0.6%, -2%, ., .
> COc1cccc2c1cc([N+](=O)[O-])c1c(C(=O)O)cc3c(c12)OCO3
    7%&-11%, ., -8%&13%, -6%&30%&-5%, 0.8%&-1.1%&-2.2%, 5%&4%&0%, -49%&-5%[inhibitor], 1%&-8%
> COC(=O)[C@]1(C)CC[C@@]2(C)CC[C@@]3(C)C4=CCc5c(cc(O)c(O)c5C)[C@]4(C)CC[C@@]3(C)C2C1 (some centres not stated)
    -5%, ., -4%, 1%, -0.4%, 1%, -106%[inhibitor], -5%
> Cc1ccc(/C=C2/C(=O)NC(=O)N(C)C2=O)cc1
    -12%, 4%, -14%, -3%, -0.9%, 13%, -2%, 1%
> CC(=NCc1ccc2c(c1)OCO2)c1c(O)n(-c2ccccc2)c(=O)[nH]c1=O
    -15%, -22%, -1%, ., 0.1%, 15%, ., .
> O=C(O)c1cc(Cl)ccc1Cl
    ., ., -4%, -4%, ., 9%, 1%, .
> O=C(CN1CC=C(c2ccccc2)CC1)NC(=O)NCc1ccccc1
    ?, 9%, -1%, 0%, -4.8%, -1%, -10%, 3%
> CCOC(=O)C1CCN(/C=C2/C(=O)NC(=O)N(c3ccc(OCC)cc3)C2=O)CC1
    1%, 9%[46.1 µM], -6%, -6%[38.3 µM], 0.9%, 3%, 3%, -2%
> CC(=O)O[C@H]1CC[C@H]2[C@@H]3CCC4=C[C@@H](C5SCCS5)[C@H](OC(C)=O)C[C@]4(C)[C@H]3CC[C@@]12C
    ., ., ., 7%, ., 6%[14.2 µM], -3%[9.22 µM], -6%[7.66 µM]
> CCC(C)(C)c1ccc(O)cc1
    ., ., -16%, 2%, ., 8.9µM*!, -6%, .
> Cc1oc(-c2cccs2)nc1CSCC(=O)N1CCC2(CC1)OCCO2
    ?, -1%[46.1 µM], i, -7%[38.3 µM], -4.1%, 6%, ?, 0%
> Cc1ncc(CN2CCCC(C(=O)c3sccc3C)C2)s1 (configuration not stated)
    5%, -1%, 0%, 6%, 1.1%, -3%, ., -3%
> O=P(OCC(F)(F)C(F)F)(N1CCCCC1)N1CCCCC1
    -1%, -12%[46.1 µM], -10%, 6%[38.3 µM], 0.0%, 7%, 18%, 3%
> Nc1ncc([N+](=O)[O-])s1
    ., ., -14%, 19%, ., -3%, 4%, .
> O=S1(=O)CC2(N3CCOCC3)CCCCC21 (configuration not stated)
    -3%, -2%[46.1 µM], i, 1%, -1.1%, 6%, 0%, 0%
> C#CCNc1ccncc1S(=O)(=O)NC(=O)NC(C)C
    -4%, -6%[46.1 µM], 0%, 2%, -1.2%, 1%, -38%, -3%
> Clc1ccc([C@@H](OCCN2CCCCC2)c2ccccc2)cc1
    8%[25.5 µM], ., -4%[25.9 µM], 16%, -1.6%[16.9 µM], 4%[21.6 µM], -24%[20.6 µM], 1%[17.1 µM]
> NS(=O)(=O)C[C-]1C=C[CH]([Sb-]([Cl])([Cl])([Cl])([Cl])[Cl])C=C1.c1ccncc1 (configuration not stated)
    ., ., ., -5%, ., 1%[14.2 µM], 3%[9.22 µM], -4%[7.66 µM]
> O=C(/C=C/c1ccc(Cl)cc1)N[C@@]12CCC(=O)[C@@H]3Oc4c(O)ccc5c4[C@@]31CCN(CC1CC1)C2C5
    ., ., 5%, 4%, 2.1%, 3%, 0%, .
> CC(C)CCOP(=O)(c1ccc(N(C)C)cc1)C(O)c1ccccn1 (configuration not stated)
    -5%, ?, -6%, 5%[38.3 µM], 0.7%, 4%, 2%, -4%
> COc1cccc(-c2nc3ccc(N4CCN(C)CC4)cc3[nH]2)c1
    ?, -43%, i, -25%, -0.3%, 5%, ?, -16%
> Cc1ccc(C2NC(=S)NC(c3ccc(C)cc3)C23C(=O)NC(=O)NC3=O)cc1 (configuration not stated)
    8%, -2%[46.1 µM], -4%, -2%[38.3 µM], 0.8%, 8%, 0%, -3%
> COc1ccccc1CN1CCCC(C(=O)c2ccccc2SC)C1 (configuration not stated)
    -5%, 38%, -7%, 27%, -1.4%, 15%, ., -1%
> Cc1cc(OC(=O)N2CCCCC2)c(C(C)C)cc1[N+](C)(C)C
    -19%, ., i, 3%, -1.3%, -6%, -2%, -2%
> CCCOC(=O)c1c(N)n(Cc2cccs2)c2nc3ccccc3nc12
    ?, ?, -4%, 51%[activator][38.3 µM], 0.1%, 15%, -5%, 19%
> CCC1(C)CC(=O)NC(=O)C1
    ?, ., i, 4%, 0.0%[16.9 µM], 6%[21.6 µM], -2%[20.6 µM], -2%[17.1 µM]
> COc1cc(CN2CC3CC(C2)c2cccc(=O)n2C3)cc(OC)c1OC (configuration not stated)
    10%, 3%[46.1 µM], 0%, 27%[38.3 µM], 0.0%, 5%, 24%, -2%
> COP(=O)(Cc1ccc(C#N)o1)OC
    6%, -16%, -2%, ., -1.0%, -2%, ., .
> C=CCN1C(=O)NC(=O)/C(=C/c2ccc(OC)c(CSc3ccccn3)c2)C1=O
    -23%, -19%[46.1 µM], -8%, -4%[38.3 µM], -1.1%, 37%[activator], -2%, -3%
> Cc1ccccc1-c1cncnc1NCCc1cnc[nH]1
    -4%, ., -2%, 12%, -0.6%, 1%, -15%, -3%
> CCC1(CC)C(=O)NC(=Nc2cccc(C(F)(F)F)c2)NC1=O
    2%, 14%[46.1 µM], i, 21%[38.3 µM], -0.3%, 22%, -11%, 0%
> CCOP(=O)(OCC)C(NC(=O)c1cccc(C)c1)C(Cl)(Cl)Cl (configuration not stated)
    -7%, -11%, i, ., 0.5%, 3%, ., .
> CCN(CCCNS(=O)(=O)c1ccc2c(c1)oc(=O)n2C)c1cccc(C)c1
    -16%, -21%[46.1 µM], -3%, 9%[38.3 µM], 0.0%, -8%, -33%[inhibitor], 4%
> O=C(c1cccn2c(=O)c3ccc(Cl)cc3nc12)N1CCC2(CC1)OCCO2
    ?, ?, -6%, ?, -0.9%, 5%, -11%, 12%
> COc1ccc(C2SCC(=O)Nc3c2c(=O)[nH]n3C2CCCCC2)cc1 (configuration not stated)
    2%, -23%[46.1 µM], -7%, -6%[38.3 µM], -0.4%, -10%, 17%, -4%
> Nc1ncnc2c1ncn2[C@@H]1O[C@H](COP(=O)(O)CP(=O)(O)OP(=O)(O)O)[C@H](O)[C@H]1O
    ?, -7%[46.1 µM], i, -17%, -0.1%, 15%, -12%, -14%
> Cc1ccc(S(=O)(=O)N[C@@H](CCCCN)C(=O)CCl)cc1
    -1%, 12%[46.1 µM], 9%, 12%, -1.2%, -12%, 12%, -4%

Already shown: 2 of the compounds above.
Order of results – KDM4E inh, NPSR antagonist, RECQ1 inh, IMPase Li cell, Epigenetic reg, RGS12 GoLoco inh, SMN2 splice up, KinaseGlo FLuc
> NS(=O)(=O)C[C-]1C=C[CH]([Sb-]([Cl])([Cl])([Cl])([Cl])[Cl])C=C1.c1ccncc1 (configuration not stated)
    ., ., ., -5%, ., 1%[14.2 µM], 3%[9.22 µM], -4%[7.66 µM]
> O=C(/C=C/c1ccc(Cl)cc1)N[C@@]12CCC(=O)[C@@H]3Oc4c(O)ccc5c4[C@@]31CCN(CC1CC1)C2C5
    ., ., 5%, 4%, 2.1%, 3%, 0%, .

(cont.)
Order of results – KDM4E inh, NPSR antagonist, RECQ1 inh, IMPase Li cell, Epigenetic reg, RGS12 GoLoco inh, SMN2 splice up, KinaseGlo FLuc
> CN(C)CCc1nn[nH]n1
    6%, -3%[46.1 µM], -2%, -4%, 2.0%, 0%, -2%, 0%
> CCn1c(O)c(N=Nc2cccc(S(=O)(=O)N3CCOCC3)c2)c(=O)n(CC)c1=S
    4%, -1%, 16%, ., -1.2%, -1%, ., .
> CCSCC[C@H](N)C(=O)O
    ., ., ., -6%, ., -4%[14.2 µM], -2%[9.22 µM], -2%[7.66 µM]
> Nc1ccc(N2CCN(Cc3ccccc3Cl)CC2)c(Cl)c1
    -4%, -11%[46.1 µM], -1%, 13%[38.3 µM], 1.1%, 34%[activator], ?, -2%
> O=C1NC(=O)C(=Cc2ccccc2Oc2ccc(F)cc2)C(=O)N1
    -13%, -2%, -4%, -6%, 1.3%, 19%, -10%, -1%
> CCC(Cl)[N+](=O)[O-] (configuration not stated)
    ., ., -5%, 11%, ., 1%, 6%, .
> CN(C)c1ccc(N)cc1
    ., ., -13%, 35%[activator], ., 24%, -13%, .
> CC(C)NS(=O)(=O)c1ccc(OCC(=O)N2CCN(Cc3ccc4c(c3)OCO4)CC2)c(Cl)c1
    3%, -15%[46.1 µM], 13%, 14%[38.3 µM], 3.8%, 9%, -43%[inhibitor], -5%
> N=C1c2ccccc2CN1NC(=O)c1ccc(F)cc1
    3%, -8%[46.1 µM], -6%, -15%[38.3 µM], -2.1%, -6%, 1%, 3%
> N#CCCn1cc(C(=O)O)c(-c2cccc([N+](=O)[O-])c2)n1
    4%, 12%, 7%, -18%, 1.1%, -18%, 12%, 4%
> CSc1nc2ccccc2n1C(=O)Oc1ccccc1
    3%, -11%[46.1 µM], -1%, 36%[activator][38.3 µM], -1.0%, -4%, 10%, -2%
> O=C(O)CSCC(=O)O
    ., ., ., -3%, ., 8%[14.2 µM], -1%[9.22 µM], 3%[7.66 µM]
> COc1ccc2c(c[n+](C)c3c4cc5c(cc4ccc23)OCO5)c1OC
    -21%, ?, -13%&-4%&5%, 27%&1%&19%, -0.1%&1.1%&-0.3%, 21%&11%&1%, -58%&-109%[inhibitor], -1%
> COc1ncccc1C(=O)NCC(CC(=O)O)c1ccccc1 (configuration not stated)
    -2%, 5%[46.1 µM], -9%, -13%[38.3 µM], -2.4%, -7%, -2%, 3%
> Cc1ccccc1N1C(=O)CC(=O)N(c2ccccc2C)C1=O
    -3%, 8%, -12%, -9%, 1.1%, 14%, -15%, -3%

Only part of the results is shown, so the mix of outcomes need not match the whole.
